# Bioassay records as filed in PubChem.
# PGC1a acetyl inh – PGC1a acetylation modulation, inhibitor mode; U2OS PGC1a acetylation, AlphaScreen anti-acetyl-lysine; with virally co-expressed GCN5 acetyltransferase; inhibition, % at 15.6 µM; 0.17% of 350,000 active; AID 651687;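 active = every replicate shows inhibition of at least 40%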;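 note: 0% = neutral control wells and 100% = positive control wells; some results beyond the cut were filed as inactive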
# EWS-Fli block – EWS/Fli transcriptional activity inhibition. A673 NR0B1-luciferase reporter, viability-normalised. 0.67% of 350,000 active. inhibition, % at 12.6 µM;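 active = mean inhibition of at least 50% after viability correction, with every replicate also passing that limit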;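 note: firefly luciferase signal divided by Alamar Blue viability fluorescence both relative to DMSO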
# PglD DTNB – PglD (C. jejuni) enzyme inhibition; purified PglD enzyme, DTNB colorimetric CoA detection; inhibition, % at 12.5 µM; 0.098% of 360,000 active; in the data active = inhibition above about 16%, passing the limit was not always enough; note: strong numbers were not always called active
# LGR2 inh – Drosophila LGR2 receptor signaling inhibition. HEK293 LGR2, CRE-luciferase, bursicon-stimulated, 4 h. inhibition, % at 9.99 µM. 0.35% of 380,000 active. AID 720647;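 active = drop in luminescence signal, shown as inhibition above about 50% in the replicate tests, limit read from the data, passing the limit was not always enough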;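 note: agonist challenge used bursicon conditioned medium at about half maximal strength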
# S100A4 inh HTS – S100A4-myosin IIA interaction inhibition | P26447 | S100A4/TAMRA-MyoIIA peptide fluorescence polarization | 0.14% of 360,000 active | inhibition, % at 10.7 µM;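 active = mean inhibition of at least 70% across replicates, with every replicate also reaching that level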
# Target sequence (P26447 whole entry, looked up): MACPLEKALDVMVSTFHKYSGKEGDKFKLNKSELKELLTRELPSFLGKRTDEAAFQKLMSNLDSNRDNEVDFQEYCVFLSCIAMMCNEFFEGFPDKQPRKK
#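 System – human S100A4 monomer protein, biochemical binding assay · Buffer or medium – Calcium-containing HEPES buffer, pH 7.2 · Timing – 5 min between mix addition and reading · Also added – TAMRA-labelled myosin IIA heavy-chain peptide probe, 5 nM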
# FN deposition inh – fibronectin deposition inhibition; AH1F fibroblasts, Alexa488-fibronectin deposition fluorescence, overnight; inhibition, % at 12.6 µM; 0.086% of 350,000 active;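 active = mean inhibition across replicates of 30% or more, regardless of how many single replicates reach that level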;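 note: positive control wells lacked labelled fibronectin entirely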
#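 Material: AH1F fibroblast monolayer depositing Alexa488-labelled fibronectin into matrix / Amount: 10000 AH1F cells per well / Signal: fluorescence 485/525 nm / Medium: DMEM, 2% serum / Compound: single dose, pinned / Incubation: 1 h cell adhesion before compound, then overnight fibronectin incubation / Reagent: Alexa488-FN, 24 nM final / Read-out: inhibition of fibronectin deposition signal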
# PAX8 inh HTS – PAX8 transcriptional activity inhibition | RMG-I TPO-luciferase reporter, SteadyGlo, 24 h | inhibition, % at 12.6 µM | 1.2% of 360,000 active | AID 652154;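 active = mean replicate inhibition at least 60% with every replicate also reaching 60%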;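 note: luciferase light reporting Pax8 driven TPO promoter activity; plate controls were median of neutral control wells for no effect and mitoxantrone controls for full effect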
# ERAP1 inh – inhibitors of human ERAP1 aminopeptidase | 0.15% of 340,000 active | Q9NZ08 | AID 652197 | recombinant ERAP1, Leu-AMC fluorescence, 60 min | inhibition, % at 10.7 µM;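 active = mean replicate inhibition of at least 30%, or all replicates individually reaching that 30% level; inactive = mean below 30% and not every replicate reaching it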;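 note: 0% = neutral control wells and 100% = L-leucinethiol positive control wells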
# Target sequence (Q9NZ08 whole entry, looked up): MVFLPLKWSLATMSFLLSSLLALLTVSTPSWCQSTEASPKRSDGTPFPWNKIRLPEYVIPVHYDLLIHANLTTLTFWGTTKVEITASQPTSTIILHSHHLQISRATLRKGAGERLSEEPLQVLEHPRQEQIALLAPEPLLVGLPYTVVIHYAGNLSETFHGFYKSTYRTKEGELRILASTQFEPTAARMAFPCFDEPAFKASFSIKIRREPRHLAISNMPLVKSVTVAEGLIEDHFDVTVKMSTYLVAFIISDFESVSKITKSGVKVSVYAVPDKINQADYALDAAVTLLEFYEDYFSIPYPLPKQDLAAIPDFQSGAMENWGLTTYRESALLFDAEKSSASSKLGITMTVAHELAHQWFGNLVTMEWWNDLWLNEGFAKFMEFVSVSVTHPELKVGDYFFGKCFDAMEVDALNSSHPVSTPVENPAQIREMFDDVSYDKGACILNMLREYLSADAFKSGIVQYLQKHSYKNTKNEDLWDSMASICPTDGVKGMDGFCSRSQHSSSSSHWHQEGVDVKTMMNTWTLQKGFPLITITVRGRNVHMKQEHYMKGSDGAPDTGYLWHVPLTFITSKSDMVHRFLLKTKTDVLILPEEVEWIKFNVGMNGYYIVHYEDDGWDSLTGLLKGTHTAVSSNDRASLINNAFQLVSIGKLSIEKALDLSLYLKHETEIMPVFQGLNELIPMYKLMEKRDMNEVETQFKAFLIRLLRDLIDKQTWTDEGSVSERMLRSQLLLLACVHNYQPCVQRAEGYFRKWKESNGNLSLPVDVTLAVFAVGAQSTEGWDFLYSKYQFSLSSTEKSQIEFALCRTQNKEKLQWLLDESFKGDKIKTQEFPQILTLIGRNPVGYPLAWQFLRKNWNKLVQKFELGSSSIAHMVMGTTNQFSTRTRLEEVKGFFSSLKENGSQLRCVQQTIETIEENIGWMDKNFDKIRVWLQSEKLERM
# Starred values were filed as active, the others as inactive; · = no result given. An unsorted share of the library; about 2.1% have a hit in one of these screens.
1: O=[N+]([O-])c1ccc2[nH]c(O)c(N=NC(=S)NCC3CCCO3)c2c1 (stereo not given)
2: OCc1nc2ccccc2n1CC(O)COc1ccccc1 (stereo not given)
3: CC(C)C[C@H]1CN([C@@H](CC(C)C)CN2CCCC2CN2C(=S)NC[C@@H]2Cc2ccc(O)cc2)C(=S)N1CC1CCCCCC1 (stereo not given in full)
4: O=C(C1=NN[C@@H]2C(=O)N(Cc3ccccc3)C(=O)[C@H]12)c1ccc(F)cc1
5: COc1ccc([C@@H]2[C@@H]3C(=O)N(C(C)(C)C)C(=O)[C@@H]3[C@]3(Cc4ccccc4)C(=O)N(c4cccc(Cl)c4)C(=O)N23)cc1
6: CO[C@H]1CN(C)C(=O)c2cc(NC(=O)Nc3ccccc3F)ccc2OC[C@H](C)N(CC2CC2)C[C@H]1C
7: CCC(=O)N(C)C[C@H]1Oc2cc(-c3cccc(C#N)c3)ccc2S(=O)(=O)N([C@@H](C)CO)C[C@@H]1C
8: COCc1cn(CC[C@H]2CC[C@H](NC(=O)Nc3c(C)noc3C)[C@H](CO)O2)nn1
assay / compound	1	2	3	4	5	6	7	8
EWS-Fli block	·	·	17	14	-5	-5	-2	-6
ERAP1 inh	·	·	-4	·	19	-3	5	1
PglD DTNB	1	-2	-1	7	-5	0	-3	-5
LGR2 inh	0	·	-7	-10	·	-10	-22	-10
FN deposition inh	·	3	·	-2	0	-11	-11	-16
PGC1a acetyl inh	3	2	9	6	·	-8	4	0
S100A4 inh HTS	·	·	-1	1	-6	3	2	35
PAX8 inh HTS	13	1	-23	0	15	13	·	-12

9: COC(=O)[C@@]1(Sc2ccc(OC)cc2)CC(=O)N[C@@H]1c1ccccc1
10: C=CC[C@H](CC(=O)N(CCO)Cc1ccccc1)C(=O)N[C@H](C)COC(=O)[C@@H](CC=C)Cc1ccc(F)cc1
11: Cc1cc[n+](-c2[nH]c(=O)sc2/C=N/N=C(\[O-])c2ccncc2)cc1
12: CSc1ccccc1NC(=O)c1cccc(S(=O)(=O)N2CCN(C)CC2)c1
13: O=c1c2ccccc2oc2ccc(C#CC3(O)CCCCC3)cc12
14: COc1ccc(N(C)C(=O)c2cc3c(s2)-c2ccccc2S(=O)(=O)C3)cc1
15: CCCNC(=O)N1CCC2(CC1)CN(C(=O)CC1CC1)[C@@H](CO)c1[nH]c3cc(OC)ccc3c12
16: COc1ccc(C)cc1NC(=O)C(Sc1nnc(Nc2ccccc2F)s1)c1ccccc1 (stereo not given)
assay / compound	9	10	11	12	13	14	15	16
EWS-Fli block	-5	-6	·	·	61*	-3	6	0
ERAP1 inh	7	-1	1	-1	2	-2	1	0
PglD DTNB	·	5	-2	-5	0	0	·	·
LGR2 inh	-13	3	-5	2	75*	-16	1	6
FN deposition inh	-5	-3	4	·	-7	-7	·	5
PGC1a acetyl inh	·	-1	·	·	3	-1	-5	·
S100A4 inh HTS	-1	-2	0	-1	-1	2	1	-3
PAX8 inh HTS	-16	23	-10	-2	-17	-1	-11	2

# Retrieved by structure from the list above, four records:
5: COc1ccc([C@@H]2[C@@H]3C(=O)N(C(C)(C)C)C(=O)[C@@H]3[C@]3(Cc4ccccc4)C(=O)N(c4cccc(Cl)c4)C(=O)N23)cc1
16: COc1ccc(C)cc1NC(=O)C(Sc1nnc(Nc2ccccc2F)s1)c1ccccc1 (stereo not given)
2: OCc1nc2ccccc2n1CC(O)COc1ccccc1 (stereo not given)
7: CCC(=O)N(C)C[C@H]1Oc2cc(-c3cccc(C#N)c3)ccc2S(=O)(=O)N([C@@H](C)CO)C[C@@H]1C
assay / compound	5	16	2	7
EWS-Fli block	-5	0	·	-2
ERAP1 inh	19	0	·	5
PglD DTNB	-5	·	-2	-3
LGR2 inh	·	6	·	-22
FN deposition inh	0	5	3	-11
PGC1a acetyl inh	·	·	2	4
S100A4 inh HTS	-6	-3	·	2
PAX8 inh HTS	15	2	1	·

# Carrying on.
17: CC(C)(C)c1ccc(OC(=O)c2cccnc2)cc1
18: Cc1ccc(S(=O)(=O)N(C)C[C@H]2OCCCC[C@H](C)Oc3ccc(NS(=O)(=O)c4c(C)noc4C)cc3C(=O)N([C@H](C)CO)C[C@@H]2C)cc1
19: Cc1cc(C)c(NS(=O)(=O)c2ccc(NC(=O)/C=C/C(=O)O)cc2)c(C)c1
20: O=C(O)c1cccc2c1-c1c(cccc1[N+](=O)[O-])C2
21: CC(c1ccc(Cl)cc1)n1c(-c2ccc3ccccc3n2)n[nH]c1=S (stereo not given)
22: Cc1nc(NC2=NCN(Cc3cccnc3)CN2)nc2ccccc12
23: CCCCN(C)C(=O)c1nc2ccccn2c1CNCCCn1nnc2ccccc21
24: CCOC(=O)N1CCN(S(=O)(=O)c2ccc(C)cc2)C1
assay / compound	17	18	19	20	21	22	23	24
EWS-Fli block	·	4	12	-9	5	·	6	4
ERAP1 inh	·	-3	5	-2	1	·	6	4
PglD DTNB	2	-3	·	-2	0	-5	-6	·
LGR2 inh	·	-4	·	-2	-1	·	5	25
FN deposition inh	1	9	-1	-6	·	8	6	-5
PGC1a acetyl inh	-9	0	·	5	-12	-9	13	1
S100A4 inh HTS	·	3	-4	-1	0	·	4	18
PAX8 inh HTS	-3	28	4	2	·	-9	24	-46

25: O=C(Cc1cccc2ccccc12)Nc1ccc2c(c1)C(=O)NC2=O
26: CC(C)Cn1c(CN(C)Cc2ccccc2)nc2c1c(=O)n(C)c(=O)n2C
27: O=C(CN(c1ccccc1)S(=O)(=O)c1ccccc1)NCCSc1ccccn1
28: OC(COc1ccccc1)Cn1c2ccccc2c2ccccc21 (stereo not given)
29: COc1ccc(C(=O)NCCNc2nc3cc(C)cc(C)c3cc2C#N)c(OC)c1
30: C=CCOC(=O)C1=C(C)N=c2s/c(=C3\C(=O)N(CC(=O)O)c4ccccc43)c(=O)n2C1c1ccc(OC)cc1 (stereo not given)
31: N#C/C(=C/c1ccco1)c1nc2ccccc2s1
32: CCc1cccc2c(C(=O)CSc3nncn3C)c[nH]c12
assay / compound	25	26	27	28	29	30	31	32
EWS-Fli block	-1	-2	19	·	67*	-3	·	-37
ERAP1 inh	-6	4	0	·	0	7	·	-5
PglD DTNB	·	-2	·	-5	·	1	-2	-1
LGR2 inh	·	3	-9	5	15	-6	-48	-9
FN deposition inh	-12	-2	2	7	2	-17	3	-17
PGC1a acetyl inh	16	·	-3	-5	·	9	8	0
S100A4 inh HTS	4	-1	-1	·	8	13	·	5
PAX8 inh HTS	25	-11	-12	8	9	8	-89	6

# Five structures out of the list, ordered by molecular weight, smallest number first.
20: O=C(O)c1cccc2c1-c1c(cccc1[N+](=O)[O-])C2
24: CCOC(=O)N1CCN(S(=O)(=O)c2ccc(C)cc2)C1
32: CCc1cccc2c(C(=O)CSc3nncn3C)c[nH]c12
10: C=CC[C@H](CC(=O)N(CCO)Cc1ccccc1)C(=O)N[C@H](C)COC(=O)[C@@H](CC=C)Cc1ccc(F)cc1
5: COc1ccc([C@@H]2[C@@H]3C(=O)N(C(C)(C)C)C(=O)[C@@H]3[C@]3(Cc4ccccc4)C(=O)N(c4cccc(Cl)c4)C(=O)N23)cc1
assay / compound	20	24	32	10	5
EWS-Fli block	-9	4	-37	-6	-5
ERAP1 inh	-2	4	-5	-1	19
PglD DTNB	-2	·	-1	5	-5
LGR2 inh	-2	25	-9	3	·
FN deposition inh	-6	-5	-17	-3	0
PGC1a acetyl inh	5	1	0	-1	·
S100A4 inh HTS	-1	18	5	-2	-6
PAX8 inh HTS	2	-46	6	23	15

# Later entries
33: Cc1cn([C@H]2C[C@H](O)[C@@H](CNCc3cccn3-c3nccs3)O2)c(=O)[nH]c1=O
34: CCN1C(=O)[C@H]2[C@@H](c3ccc(OC)cc3)N[C@]3(CCCN(Cc4ccc(OC)cc4)C3=O)[C@H]2C1=O
35: c1ccc(N2CCN(c3nc(-c4ccccn4)nc4ccccc34)CC2)cc1
36: CSc1sc(C(=O)NC(=O)NCc2ccncc2)c(C)c1-c1ccon1
37: CCC(=O)N1[C@@H](CO)[C@@H](c2ccccc2)C12CN(Cc1cc(F)ccc1F)C2
38: COC(=O)c1ccc2nc(-c3ccco3)c(Cc3ccc(OC)cc3C)n2c1
39: COc1ccc(-n2c(Cc3cccn3C)nnc2SCC(=O)Nc2cccc(F)c2)cc1
40: COc1ccc(NC(=O)c2sc3nc(C)nc(N4CCN(c5ccccn5)CC4)c3c2C)cc1Cl
assay / compound	33	34	35	36	37	38	39	40
EWS-Fli block	-3	-1	·	1	-1	8	17	-6
ERAP1 inh	-3	1	1	-2	-3	1	0	1
PglD DTNB	-5	-6	2	·	·	1	-6	0
LGR2 inh	3	5	26	·	4	·	0	1
FN deposition inh	-6	5	·	-10	·	-10	1	0
PGC1a acetyl inh	·	7	-12	11	-4	14	14	-6
S100A4 inh HTS	3	0	0	-2	3	-8	-7	-2
PAX8 inh HTS	3	-7	·	-16	·	11	-58	22

41: Cc1ccc(Cn2c(=N)n(CC(=O)c3ccccc3)c3ccccc32)cc1
42: NS(=O)(=O)c1ccc(CCNC(=O)CSc2nc3ccsc3c(=O)n2CCCCC(=O)O)cc1
43: COc1ccc2c3c([nH]c2c1)[C@H](CO)N(Cc1ccc2c(c1)OCO2)CC31CN(C(=O)Nc2c(C)noc2C)C1
44: O=C1CCCC/C=C\C[C@H](CC(=O)N(CCO)Cc2ccccc2)C(=O)NCCO1
45: COc1cc(NC(=O)C/C(C)=N/NC(=O)c2cccs2)c(OC)cc1Cl
46: COc1cnn(-c2ccc(Br)cc2)c(=O)c1SCc1ccccc1
47: N#CC1=C(SCc2ccccc2)NC2=C(C(=O)CCC2)C1c1ccc2c(c1)OCO2 (stereo not given)
48: O=C(CNC(=O)c1ccc(F)cc1)Nc1ccccc1C(F)(F)F
assay / compound	41	42	43	44	45	46	47	48
EWS-Fli block	12	1	-3	-7	6	-63	·	-8
ERAP1 inh	1	0	-1	-3	-2	-1	·	·
PglD DTNB	·	·	·	2	-9	·	4	·
LGR2 inh	-19	10	3	-3	21	-32	·	5
FN deposition inh	3	-2	·	7	·	3	-4	-1
PGC1a acetyl inh	·	5	·	·	·	·	-2	9
S100A4 inh HTS	-5	-1	7	1	-3	4	·	-2
PAX8 inh HTS	8	-12	·	-30	8	34	4	-1

49: CC(C)N(C(=O)[C@H]1C[C@H](CC(=O)NCCC2=CCCCC2)C(=O)N2CCc3c([nH]c4cc(-c5ccco5)ccc34)[C@]12C)C(C)C
50: CCCC(=O)Nc1ccc2c(c1)OC[C@H](C)N(CC1CCCC1)C[C@H](C)[C@@H](OC)CN(C)C2=O
51: CC1=CCC2([N+](=O)[O-])CN(CC(=O)O)CC1([N+](=O)[O-])C2 (stereo not given)
52: Cc1ccccc1C(=O)N[C@@H](Cc1cccnc1)C(=O)N1CCC[C@H]1C(=O)NCCc1ccccc1Cl
53: C[C@H]1CN([C@@H](C)CO)C(=O)c2cc(NC(=O)c3ccncc3)ccc2O[C@H]1CN(C)C
54: O=C(CCl)NN1C(=O)NC2(CCCCC2)C1=O
55: O=C(N/N=C/c1cn(-c2cccs2)nc1-c1ccccc1)c1ccccc1Br
56: COCCCNC(=O)/C(C#N)=C/c1ccc(OCC(=O)O)c(OC)c1
57: O=[N+]([O-])c1ccc(OCCCOc2cccc3cccnc23)cc1
assay / compound	49	50	51	52	53	54	55	56	57
EWS-Fli block	-6	-3	-5	-3	0	18	-17	8	-18
ERAP1 inh	1	-3	6	0	-1	-2	3	6	-1
PglD DTNB	-3	-5	·	·	5	·	·	1	-7
LGR2 inh	-8	23	3	-13	-17	-7	·	-9	6
FN deposition inh	-6	-14	-2	-7	·	-1	-2	-12	7
PGC1a acetyl inh	3	10	·	·	4	·	·	5	·
S100A4 inh HTS	-6	2	-5	-14	3	0	2	1	-9
PAX8 inh HTS	34	-6	10	3	10	-7	0	-4	-15
